Screening results from PubChem.
Pin1 inh: human Pin1 inhibition. Potency, µM (doses to about 115 µM), for the others: at the highest dose activity, negative = inhibition, actives largely listed as inhibitors. 390,000 compounds, 0.009% hits. Q13526. Pin1 FP peptide displacement, HiFluor488, 10 min; active = well fitted inhibition curve with a large enough effect in the polarisation, with a control signal flat, not every such curve was filed as active; inconclusive = small, poorly fitted or top-dose-only effect, or effect the other way, or a change in a side signal; inactive = no such curve, though single readings can be large or run the other way; the % refers to the polarisation; note: potency is the fitted concentration of half-maximal effect; % is set by controls: 0 for no effect and ±100 for the full control effect
Target sequence (Q13526 whole entry, looked up): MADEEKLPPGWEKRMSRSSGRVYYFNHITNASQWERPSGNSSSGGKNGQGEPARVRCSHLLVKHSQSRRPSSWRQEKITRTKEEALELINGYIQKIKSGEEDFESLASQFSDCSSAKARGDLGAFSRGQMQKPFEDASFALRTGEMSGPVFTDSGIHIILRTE
BAZ2B inh: inhibitors of human BAZ2B bromodomain | Q9UIF8 | AlphaScreen BAZ2B-H3K14Ac peptide displacement | Potency, µM (titrated, usually from 114 µM), for the others: at the top dose activity change, negative = inhibition, actives largely listed as inhibitors | 360,000 compounds, 4.4% hits | AID 504333; note: potency is the fitted concentration of half-maximal effect; % is set by controls: 0 for no effect and ±100 for the full control effect; nearly all actives have a fitted effect of over 60% in size
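AlphaScreen displacement of biotin-H3(5-23)K14Ac peptide (50 nM final) from BAZ2B (50 nM final) in PBS pH 7.4, 0.01% Tween-20; complex preformed 30 min RT, then compounds (top 110 uM) 30 min RT, beads 20 min dark.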
HP1b binding inh: inhibitors of HP1-beta chromodomain binding to methylated histone tails | P83916 | AlphaScreen HP1-beta / biotin-H3K9me3 peptide binding | Potency, µM (series often up to 114 µM), inactives show at the highest dose activity change, negative = inhibition, actives largely listed as inhibitors | 390,000 compounds, 0.56% hits; note: potency is the fitted concentration of half-maximal effect; nearly all actives have a fitted effect of over 70% in size; inactives centre near 23
Target sequence (P83916 whole entry, looked up): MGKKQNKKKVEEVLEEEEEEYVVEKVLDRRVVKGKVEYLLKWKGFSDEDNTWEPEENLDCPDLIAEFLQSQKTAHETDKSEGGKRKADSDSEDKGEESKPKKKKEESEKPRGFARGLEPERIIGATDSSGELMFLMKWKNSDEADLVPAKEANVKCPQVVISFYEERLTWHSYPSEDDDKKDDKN
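Compound inhibition of the preformed complex between 50 nM HP1-beta and 50 nM biotinylated H3K9me3 peptide was read by AlphaScreen. Buffer was PBS pH 7.4 with 0.01% Tween-20. Incubations ran 30 min at room temperature, with 10 ug/mL donor/acceptor beads.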
Pol eta inh: inhibitors of human DNA polymerase eta; Potency, µM (top dose mostly 114 µM), for inactives: top-dose activity change, negative = inhibition, actives largely listed as inhibitors; AID 588591; Q9Y253; 390,000 compounds, 1.2% hits; recombinant Pol eta, fluorescent DNA replication assay; note: potency is the fitted concentration of half-maximal effect; % is set by controls: 0 for no effect and ±100 for the full control effect
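Fluorescent replication assay: 50 nM final substrate added after a 15 min room-temperature compound preincubation with 10 nM enzyme. Signal taken at 0 min and again at 10 min.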
G9a block: G9a (human) methyltransferase inhibition; Q96KQ7; G9a H3K9 monomethylation, AlphaScreen, 2 h; Potency, µM (series often up to 102 µM), for the others: top-dose activity, negative = inhibition, most hits filed as inhibitors; 350,000 compounds, 8.8% hits; AID 504332; note: potency is the fitted concentration of half-maximal effect; % is set by controls: 0 for no effect and ±100 for the full control effect; nearly all actives have a fitted effect of over 75% in size
Target sequence (Q96KQ7 913-1193 limits assumed): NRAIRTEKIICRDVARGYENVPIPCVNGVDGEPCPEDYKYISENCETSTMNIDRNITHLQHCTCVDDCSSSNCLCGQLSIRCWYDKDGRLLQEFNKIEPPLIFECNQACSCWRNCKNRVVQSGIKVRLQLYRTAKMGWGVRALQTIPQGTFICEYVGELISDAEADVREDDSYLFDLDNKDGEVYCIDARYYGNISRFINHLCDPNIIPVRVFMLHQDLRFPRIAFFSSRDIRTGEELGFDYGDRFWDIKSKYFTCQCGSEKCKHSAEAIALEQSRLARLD
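AlphaScreen detection with an anti-monomethyl H3K9 antibody quantified product after a 2 h room-temperature reaction containing 500 nM biotinylated H3K9 peptide, 20 µM SAM and 20 nM enzyme, which had been preincubated 15 min with compound.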
JMJD2A Tudor inh: JMJD2A Tudor domain (human) inhibition | AID 504339 | Potency, µM (highest dose often 114 µM), for inactives: at the highest dose activity change, negative = inhibition, hits mostly inhibitors | 390,000 compounds, 4.4% hits | AlphaScreen JMJD2A-Tudor / H3K4me3 peptide binding | O75164; note: potency is the fitted concentration of half-maximal effect; % is set by controls: 0 for no effect and ±100 for the full control effect; nearly all actives have a fitted effect of over 50% in size
PI4K2A block: blocks human PI4K2A kinase activity; 420,000 compounds, 0.13% hits; Q9BTU6; AID 1346378; purified PI4K2A, ADP-Glo luminescence, 1 h; hits give low values; activity change, negative = inhibition, % at 76.9 µM; in the data active = activity change below about -50%; inconclusive = mostly about -30% to -49%;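 note: -100% = wells without enzyme as full effect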
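PI4K2A activity was measured by ADP-Glo luminescence: enzyme (4 ug/mL stock) and phosphatidylinositol (1.2 mM stock) in Tris pH 7.5/MgCl2/EGTA/Triton X-100 buffer were reacted with ATP (300 microM stock) for one hour at ambient temperature.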
GLS inh: inhibitors of human glutaminase (GLS). O94925. GLS enzymatic activity, qHTS titration. Potency, µM (top dose mostly 45.5 µM), without a hit: top-dose activity change, negative = inhibition, usual class: inhibitors. 410,000 compounds, 0.21% hits; note: potency is the fitted concentration of half-maximal effect; % is set by controls: 0 for no effect and ±100 for the full control effect
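hKGA in 45 mM KH2PO4 pH 8.2, 0.02% Tween-20 with pin-transferred compounds; 1 mM L-glutamine (stock) plus glutamate oxidase/HRP/Amplex Red coupling added. Fluorescence read initially and after 30 min at RT.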
PGK inhibitor: T. brucei PGK inhibition; 380,000 compounds, 0.043% hits; P07378; AID 602233; Potency, µM (titrated, usually from 57.5 µM), for the others: at the highest dose activity change, negative = inhibition, actives largely listed as inhibitors; PGK/GAPDH coupled, Kinase-Glo luminescence, 60 min; note: potency is the fitted concentration of half-maximal effect; % is set by controls: 0 for no effect and ±100 for the full control effect; nearly all actives have a fitted effect of over 60% in size
Target sequence (P07378 whole entry, looked up): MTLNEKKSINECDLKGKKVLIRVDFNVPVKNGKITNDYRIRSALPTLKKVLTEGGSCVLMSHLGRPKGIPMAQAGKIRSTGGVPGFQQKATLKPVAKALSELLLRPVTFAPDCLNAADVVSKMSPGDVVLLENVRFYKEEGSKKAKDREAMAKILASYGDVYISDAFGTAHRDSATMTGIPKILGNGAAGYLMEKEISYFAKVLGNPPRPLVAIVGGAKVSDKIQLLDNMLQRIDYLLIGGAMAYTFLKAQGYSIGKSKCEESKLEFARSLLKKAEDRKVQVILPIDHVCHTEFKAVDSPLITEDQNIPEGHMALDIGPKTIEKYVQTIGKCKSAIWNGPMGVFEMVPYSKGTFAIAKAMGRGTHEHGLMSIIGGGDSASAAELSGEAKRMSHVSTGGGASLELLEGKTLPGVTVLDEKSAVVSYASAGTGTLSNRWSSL
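Luminescent ATP detection (Kinase-Glo Plus) follows a 60-minute room-temperature incubation, with wells lacking PGK as controls. Buffer: 100 mM TEA (pH 7.6), 5 mM MgCl2, 0.01% Tween-20. Coupling enzyme GAPDH (100 nM final) supplies unstable 1,3-BPG in-well.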
Starred values were filed as active, the others as inactive; i = inactive; ? = inconclusive; nt = not tested or not shown; & = joins results of further samples; [ ] = remark or other dose. Unless noted, calls come from the whole dose curve; as a rule, active = well fitted curve in the direction sought with a large enough effect; inconclusive = small, poorly fitted or top-dose-only effect, or another doubt; inactive = no such curve, though single readings can be large; an effect the other way counts as inactive or inconclusive. This is a subset (hit frequency here may not be typical).

SMILES	Pin1 inh	BAZ2B inh	HP1b binding inh	Pol eta inh	G9a block	JMJD2A Tudor inh	PI4K2A block	GLS inh	PGK inhibitor
Cc1ccc(NC(=S)NNC(=O)Cn2nc([N+](=O)[O-])cc2C)cc1	-10%	-14%	9%	4%	-49%[59 µM]	-12%	11	16%	i
CCOC(=O)C1=C(C)NC(C)=C(C(=O)OCC)C1c1cn(-c2ccccc2)nc1-c1ccco1	18%	-4%	33%	2%	2%[12.7 µM]	-6%[11.4 µM]	1	-14%	-2%
CCOC(=O)CSc1cc(=O)n(CC)c2ccccc12	2%	9%	9%	4%	1%	-5%	-4	6%	3%
CSCc1c(C(=O)OCC(=O)c2ccc[nH]2)oc2ccccc12	20%	-11%	7%	?	25µM*	-26%	-11	-2%	1%
Cc1ccc(NC(=S)NCc2ccc(S(N)(=O)=O)cc2)cc1Cl	0%	-22%	20%	-21%	-14%	-7%	4	-13%	i
COc1cccc(NC(=O)CSc2nnc(-c3cccc(OC(C)C)c3)n2N)c1	6%	4%	42%[activator]	0%	25µM*	56µM*	-13	2%	-2%
CCOc1ccc(NC(=O)Cn2nnc3c(cnn3-c3ccc(F)cc3)c2=O)cc1	-1%	nt	18%	-14%	-1%	-20%	-2	-10%	i
Cc1cc(NC(=O)CSc2ncnc3c2cnn3-c2ccccc2)no1	-1%	nt	21%	-7%	9%	10%	4	-2%	5%
COc1ccc(CCNC(=O)c2cnn3c(C(F)F)cc(C)nc23)cc1OC	3%	12%	49%[activator]	-9%	16%	-4%	-10	2%	0%
CC(=O)N1c2ccc(S(=O)(=O)NCC3CCC(C(=O)NC4CCC(C)CC4)CC3)cc2CC1C (stereo not drawn)	-3%	0%	25%	-2%	-8%	-18%	4	2%	i
Cc1cc(C(F)(F)F)n2[nH]c(=O)c(N=Nc3ccccc3)c2n1	?	-26%	7%	12%	?	28µM*	-1	0%	3%
CC(C)(C)c1ccc(C(=O)NCCCNC(=O)c2cccnc2)cc1	45%[activator]	-3%	15%	-19%	14%	-6%	-2	-2%	-1%
COc1ccc(N=Nc2nc(-c3ccccc3)c(-c3ccccc3)[nH]2)cc1	?	8.9µM*	28µM*	-24%	16µM*	8.9µM*	6	20%	-9%
COc1ccc(-n2nc(C(=O)NCC(=O)N3CCCCC3)c3ccccc3c2=O)c(OC)c1	-5%	-2%	-1%	6%	9%	-18%	1	9%	-9%
CCN(CC)S(=O)(=O)c1ccc(OCC2CCCCO2)c([N+](=O)[O-])c1 (stereo not drawn)	-2%	1%	24%	-15%	0%	-19%	2	-3%	-4%
COc1ccc(CNC(=O)C/C(C)=N/NC(=O)COc2ccc(C)cc2Br)cc1	-7%	-17%	39%[activator]	-14%	?	-6%	6	-16%	-10%
CCCNC(=S)NNC(=O)c1cccs1	-1%	4%	26%	-5%	-3%	-17%	-6	21%	-2%
CC(Oc1ccc(Br)cc1)C(=O)O/N=C(\N)c1ccncc1 (stereo not drawn)	-5%	43%[activator]	70%[activator]	-26%	51%[activator]	17%	-3	-4%	i
CCN1C(=O)CC(N2CCC(Nc3ccc(F)cc3)CC2)C1=O (stereo not drawn)	-2%	10%	10%	-13%	12%[59 µM]	-14%	0	9%	-3%
COc1ccc(S(=O)(=O)N2CCC(C(=O)N3CCOCC3)CC2)cc1OC	1%	-1%	9%	-12%	-18%[59 µM]	-12%	-3	11%	-9%[11.5 µM]
Cc1cccc(NC(=O)C2CCCN(S(=O)(=O)c3ccc4[nH]c(=O)ccc4c3)C2)n1 (stereo not drawn)	-3%	-4%	28%	-8%	13%	-13%	10	-4%	-4%
CCc1nnc(NC(=O)CN2C(=O)NC3(CC(C)CC(C)(C)C3)C2=O)s1 (stereo not drawn)	-1%	-14%	26%	-12%	nt	8%	0	4%	0%
Nc1cc(=O)[nH]c(SCCOc2ccccc2)n1	20%	-36%	48%[activator]	-8%	3%	-6%	-2	-5%	-2%
CC(C)C(NC(=O)C(NC(=O)C1OC2OC(C)(C)OC2C2OC(C)(C)OC12)C(C)C)C(=O)O (stereo not drawn)	5%	-14%	29%	-15%	nt	3%	11	5%	i
c1ccc(CSCc2cn3ccccc3n2)cc1	2%	-38%	24%	-8%	-45%	0%	3	3%	9%
O=C(Nc1ccc(Cl)cc1)Nc1csc([N+](=O)[O-])c1	-1%	-29%	-1%	-16%	-5%	-24%	-1	-9%	i
COc1cc(C)ccc1OCCOCCOc1ccccc1Br	-7%	79%[activator]	156%[activator]	?	nt	70%[activator]	5	-3%	-6%
O=C(/C=C/c1cccc(F)c1)NC1CCN(Cc2ccccc2)CC1	-10%	-1%	11%	-8%	6%	-6%	2	-23%	-8%
CC1(C(=O)NC2CCCCCCC2)CCC(=O)N1Cc1ccco1 (stereo not drawn)	0%	-5%	5%	3%	?	-9%	6	10%	nt
C/C(=N\NC(=O)c1cc(C(C)C)[nH]n1)c1ccncc1	7%	1%	39%[activator]	-17%	44%[activator]	-9%	6	17%	8%
Cc1c(Cl)c(C(=O)NNC(=S)NCc2ccco2)nn1C	-8%	14%	23%	8%	?	-26%	2	-2%	-9%
Cc1c(Cl)cnn1CC(=O)NC1C(=O)N2C(C(=O)O)=C(CSc3nnnn3C)CSC12 (stereo not drawn)	?	56µM*	37%	22µM*	?	-16%	-11	-24%	-29%
O=C1CN(C(=O)c2ccc(Br)o2)C(c2ccccc2)c2cc(Br)ccc2N1 (stereo not drawn)	24%	?	-7%	-22%	?	?	1	-1%	-2%
CC(C)Oc1ccc(CNC(=O)CCCn2c(=O)c3cccn3c3ccccc32)cc1	0%	-7%	15%	-5%	-26%[59 µM]	-6%	-19	-13%	9%
COC(=O)c1cccnc1-n1c(=O)c2cccnc2n(CC(=O)Nc2cccc(C(F)(F)F)c2)c1=O	-4%	-3%	0%	-4%	-37%[59 µM]	-23%	4	0%	-2%
CCCCn1c(N)c(N(CCOC)C(=O)c2ccc(C)c(S(=O)(=O)N3CCCCC3)c2)c(=O)[nH]c1=O	-7%	11%	23%	-13%	?	1%	4	-5%	-5%
O=C(NC(=S)NCCN1CCOCC1)c1ccccc1	6%	-31%	23%	-5%	-15%	-3%	-5	3%	-3%
COc1ccc(C(=O)N2CCN(CC(=O)N3CCOCC3)CC2)cc1	-7%	12%	19%	0%	3%[12.7 µM]	-13%	2&1	2%&2%	2%
CC1N(C)c2cccc3cccc(c23)N1C	26%	50µM*	?	-11%	2µM*	-32%[57.1 µM]	-7	10%	6%
Cc1cc(NC(=O)Nc2cc(Cl)ccc2C)no1	-2%	-2%	33%	2%	-2%	7%	-4	-4%	2%

Taken from the entries so far, three compounds:
SMILES	Pin1 inh	BAZ2B inh	HP1b binding inh	Pol eta inh	G9a block	JMJD2A Tudor inh	PI4K2A block	GLS inh	PGK inhibitor
COc1ccc(C(=O)N2CCN(CC(=O)N3CCOCC3)CC2)cc1	-7%	12%	19%	0%	3%[12.7 µM]	-13%	2&1	2%&2%	2%
CC1N(C)c2cccc3cccc(c23)N1C	26%	50µM*	?	-11%	2µM*	-32%[57.1 µM]	-7	10%	6%
Cc1cc(NC(=O)Nc2cc(Cl)ccc2C)no1	-2%	-2%	33%	2%	-2%	7%	-4	-4%	2%

Following part
SMILES	Pin1 inh	BAZ2B inh	HP1b binding inh	Pol eta inh	G9a block	JMJD2A Tudor inh	PI4K2A block	GLS inh	PGK inhibitor
Cc1cc(F)ccc1S(=O)(=O)N1CCCCC1CCNC(=O)C(=O)NCCN1CCOCC1 (stereo not drawn)	0%	4%	9%	-20%	-40%	-11%	1	5%	1%
O=C(Nc1ccc(Cl)cc1)Nc1ccon1	?	-2%	17%	-2%	nt	-11%	1	-4%	0%
O=C(NCCSc1c[nH]c2ccccc12)c1ccc(Cl)cc1	2%	-21%	14%	-2%	?	-18%	-1	-1%	-11%
O=[N+]([O-])c1cccc(Nc2c3ccccc3nc3ccccc23)c1	-1%	?	21%	4%	?	?	3	11%	2%
Cc1ccc(C(=O)CCS(=O)(=O)c2ccc(F)cc2)cc1	2%	-4%	44%[activator]	-3%	32µM*	-18%	25	6%	-5%
CCN(C(=O)C(C)OC(=O)CCCNC(=O)c1ccc(Cl)cc1)c1ccccc1 (stereo not drawn)	-5%	-1%	46%[activator]	-24%	?	-1%	-1	-16%	-6%
CCOc1ccc2nc(NC(=O)c3cccc(N4C(=O)CCC4=O)c3)sc2c1	nt	nt	nt	-5%	nt	nt	4	5%	7%
CCC(C)COC(=O)c1ccc(C(=O)O)cc1 (stereo not drawn)	0%	5%	49%[activator]	3%	-2%	?	-17	3%	-12%
COc1cc(/C=C2/NC(=O)N(CC(=O)Nc3cccc(C)c3)C2=O)ccc1OCC(N)=O	2%	-17%	?	-2%	20%	20µM*	3	-9%	i
CN1OC[C@@H]2CN(C(=O)C(C)(C)C)[C@H](c3cccc(N4CCOCC4)c3)C[C@@H]21	-6%	nt	18%	6%	nt	-9%	1	11%	-1%
O=C(N=C1SC2CS(=O)(=O)CC2N1Cc1ccccc1Cl)C1CCCO1 (stereo not drawn)	-2%	-2%	28%	6%	13%[59 µM]	17%	-4	1%	-1%
CSc1ccc(/C=C(\NC(=O)c2ccc(C)cc2)C(=O)Nc2cccc(C)c2)cc1	3%	11%	25%	?	6%[59 µM]	3%	2	-1%	-9%
CNC(=O)CSc1cn(CC(=O)N2CCCCCC2)c2ccccc12	0%	-12%	35%	-3%	-3%[59 µM]	-16%	-3	-4%	-3%
O=C(Cn1ncc2c1-c1ccccc1OC2)N(Cc1ccco1)C1CCCCC1	1%	-31%	5%	-14%	?	?	-5	4%	-9%
